Screening results deposited in PubChem by National Center for Advancing Translational Sciences (NCATS).
HepG2 tox: qHTS for Inhibitors of TGF-b: Cytotox Counterscreen; AID 588856, 2011; actives 0.76% (n = 410,000); Potency, µM (titrated, usually from 46.1 µM), without a hit: at the highest dose activity change, negative = cytotoxicity, hits mostly cytotoxic; HepG2 CAGA-GFP viability, ATP luminescence, 18 h; further: potency means the concentration at half of the fitted maximal effect; some results filed as inactive show a strong effect at the top dose
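CellTiter-Glo luminescence gave cytotoxicity after 18 hours at 37 degrees C. The cells were HepG2 CAGA-GFP in 1% FBS DMEM, stimulated with 500 pg/mL TGF-beta after compound addition. %Activity was normalised to no-cell wells (complete cell-killing) and DMSO (no toxicity), and curves were fitted and classified.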
CCT chaperon mod: High-Throughput Screening for Modulators of Cytosolic Chaperonin Activity; purified chaperonin ATPase assay, HTRF ADP detection, 30 min; activity change, % (test concentration not listed), hits read low; actives 0.3% (n = 360,000); AID 651819, 2012; in the data active means activity change below about -30%; further: on the % scale 0 is the no-effect control and ±100 the full control effect
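Enzyme 40 or 20 nM (batch-dependent) in Tris pH 7.4/KCl/MgCl2/DTT; cpd 76 uM single point; ATP 10 uM; 30 min 37 °C; Transcreener ADP HTRF detection, 30 min RT; ratio 665/615.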
MmCpn inh: Inhibitors of TCP-1 ring complex (TRiC) of Methanococcus maripaludis (MmCpn): qHTS | Chaperonin Mm-Cpn (Methanococcus maripaludis) | purified Mm-Cpn ATPase, ADP Transcreener TR-FRET | Potency, µM (top dose mostly 76.9 µM), for inactives: at the highest dose activity, negative = inhibition, usual class: inhibitors | actives 0.031% (n = 330,000) | AID 504842, 2011; further: potency means the concentration at half of the fitted maximal effect; on the % scale 0 is the no-effect control and ±100 the full control effect; nearly all actives have a fitted effect of over 80% in size
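Inhibition of chaperonin ATP hydrolysis is measured as reduced ADP production, detected by competitive TR-FRET in which signal falls with ADP. Final enzyme 25 nM and ATP 10 uM, reacted 30 min at 37°C.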
A549 tox: Nrf2 qHTS screen for inhibitors: counterscreen for cytotoxicity | A549 ARE-Fluc cells, CellTiter-Fluor viability, 18-24 h | Potency, µM (highest dose often 46 µM), inactives show at the top dose activity change, negative = cytotoxicity, hits mostly inhibitors | actives 0.16% (n = 390,000); further: potency means the concentration at half of the fitted maximal effect; on the % scale 0 is the no-effect control and ±100 the full control effect
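A549 ARE_Fluc cells in 5% FBS OPTI-MEM were exposed to compounds in concentration-response for 18-24 h at 37 deg C. Viability was read by CellTiter-Fluor fluorescence (Ex 405/Em 525) after 30 min, before the luciferase read.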
Nrf2 inh: Nrf2 qHTS screen for inhibitors. A549 ARE-Fluc reporter, luciferase luminescence, 18-24 h. Potency, µM (top dose mostly 46 µM), inactives show at the top dose activity change, negative = inhibition, usual class: inhibitors. actives 2.1% (n = 360,000). AID 504444, 2011; further: potency means the concentration at half of the fitted maximal effect; on the % scale 0 is the no-effect control and ±100 the full control effect; nearly all actives have a fitted effect of over 60% in size
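Nrf2 activity is the BugLite luminescence, read 15 min after reagent at room temperature, following CellTiter-Fluor cytotoxicity readout (30 min, 37C). Compound titrations were applied for 18-24 h to 5000 A549 ARE_Fluc cells/well in 5% FBS OPTI-MEM.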
TGFb inhibitor: qHTS for Inhibitors of TGF-b | HepG2 CAGA-GFP TGF-b/SMAD3 reporter, GFP fluorescence, 18 h; TGF-beta stimulated, 500 pg/mL final | Potency, µM (top dose mostly 46.1 µM), for inactives: top-dose activity, negative = inhibition, usual class: inhibitors | actives 1.2% (n = 410,000) | AID 588855, 2011; further: potency means the concentration at half of the fitted maximal effect; on the % scale 0 is the no-effect control and ±100 the full control effect; nearly all actives have a fitted effect of over 65% in size
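HEPG2 CAGA-GFP, 1000 cells/well; 2 h settle, 37 C; cpd via pin tool; TGF-b 500 pg/mL final; 18 h, 37 C; GFP imaging ex488/em500-530; %Activity normalised to -TGF-b and +DMSO controls; CRC fit, curve class.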
pAkt inh: HTS Assay for Inhibitors of Akt Phophorylation: Primary Screen; Neuro2A IGF-stimulated pAkt S473 HTRF, 20 min; hits give low values; activity change, % for hits at 50 µM; actives 0.32% (n = 360,000); AID 651550, 2012; in the data active means activity change below about -80%; inconclusive means mostly about -51% to -80%; further: on the % scale 0 is the no-effect control and ±100 the full control effect
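Single-point screen (50 µM final compound) in Neuro2A cells stimulated 20 min with 6 nM IGF at 37 deg C. After lysis, Ser473-phosphorylated Akt read by HTRF (ex 330 nm, em 615/665 nm) as the 665/615 ratio.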
Abeta yeast res: qHTS for compounds that reverse cellular toxicity of Amyloid beta (A-beta) peptide in yeast: Primary Screen; yeast expressing A-beta42, growth rescue, OD600, 48 h; response scale: 0% DMSO, 100% iron-clioquinol control; Potency, µM (doses to about 46.1 µM), inactives show at the highest dose growth rescue, hits mostly activators; actives 0.063% (n = 410,000); further: potency means the concentration at half of the fitted maximal effect; nearly all actives have a fitted effect of over 55% in size
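Growth rescue measured by 600 nm absorbance after 48 h yeast culture at 30 C with compound. Values normalized between DMSO and an equimolar ferric chloride plus clioquinol control.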
Nrf2 ARE act: qHTS of Nrf2 Activators. AREc32 ARE-luciferase reporter (MCF7-derived line), luminescence, 24 h. Potency, µM (highest dose often 46.1 µM), for the others: at the top dose activation, hits mostly activators. actives 0.31% (n = 410,000). AID 624171, 2012; further: potency means the concentration at half of the fitted maximal effect; % of control where 0% means no effect; nearly all actives have a fitted effect of over 65% in size
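Reporter line AREc32 (ARE-Fluc), seeded overnight in OPTI-MEM with 5% FBS; compound pin-transferred, 24 hr at 37 deg C, 5% CO2; luminescent read-out.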
An asterisk follows results filed as active; i = inactive; ? = inconclusive; nt = no result given; & = joins results of further samples; [ ] = another dose, or the depositor's remark. Unless noted, the call rests on the fitted dose curve; in most records, active means well fitted curve in the direction sought with a large enough effect; inconclusive means small, poorly fitted or top-dose-only effect, or another doubt; inactive means no such curve, though single readings can be large; an effect the other way counts as inactive or inconclusive.

item	Compound	HepG2 tox	CCT chaperon mod	MmCpn inh	A549 tox	Nrf2 inh	TGFb inhibitor	pAkt inh	Abeta yeast res	Nrf2 ARE act
1	COc1cc(-c2nnc(SCc3c(F)cccc3Cl)o2)cc(OC)c1OC	-7%	2.2	1%	4%	?	19%	nt	-9%	5.8%
2	Cc1cc(NC(=O)c2cccnc2)ccc1NC(=O)c1ccco1	-33%	-1.0	2%	-15%	-22%	18%	i	24%	0.1%
3	O=C(Nc1ccc(F)cc1)c1ccccc1NC(=O)C1CC=CCC1C(=O)O (stereo not drawn)	3%	0.1	-1%	-3%	15%	-2%	i	-10%	0.3%
4	O=C(NCCc1ccc(Cl)cc1)c1ccc2c(c1)N(Cc1ccc(F)cc1Cl)C(=O)CS2	-45%	nt	nt	1%	-2%[9.27 µM]	0%	nt	-6%	-1.0%
5	Cc1ccc(C)c(OCCC(=O)NNC(=O)c2ccccc2)c1	-5%	1.0	-2%	0%	-11%	1%	i	3%	0.0%
6	C=CCNC(=S)Nc1ccc(C(N)=O)cc1	6%	-1.5	2%	1%	4%	2%	i	-27%	-0.8%
7	CCc1ccccc1NC(=O)CCC(=O)N1CC(C)Oc2ccc(C)cc21 (stereo not drawn)	-17%	nt	nt	-1%	9%	2%	nt	3%	0.8%
8	Cn1cc(S(=O)(=O)N2CCCCCC2)cc1C(=O)Nc1ccc(Cl)c(C(F)(F)F)c1	3%	nt	nt	-11%	nt	-18%	nt	-5%	-0.7%
9	COc1ccc([N+](=O)[O-])cc1NC(=O)C1CCCO1 (stereo not drawn)	6%	-1.6	-1%	8%	1%	-14%	i	-5%	-0.3%
10	O=C1C(=O)N(CCN2CCOCC2)C(c2ccc(F)cc2)/C1=C(/O)c1ccc(S(=O)(=O)N2CCOCC2)cc1 (stereo not drawn)	-2%	1.6	0%	1%	10%	3%	i	-1%	0.3%
11	CCCCNC(=O)C1(C)CCCCN1Cc1ccc(OCc2ccccc2)cc1 (stereo not drawn)	-17%	0.3	nt	nt	nt	?	i	-13%	5.8%
12	Cc1ccc2ccccc2c1COC(=O)c1nonc1N	-6%	-2.1	0%	-10%	11%	19%	i	-7%	-0.2%
13	Cc1nn(-c2ccc(N3CCOCC3)nn2)c(C)c1CCC(=O)NCc1ccc(F)cc1	7%&-8%	-0.6	-1%	1%&-1%	?	2%&-7%	i	-6%&-17%	-0.4%&-1.0%
14	CS(=O)(=O)c1nc(S(=O)(=O)c2ccc(Cl)cc2)c(N2CCC(C(N)=O)CC2)s1	-2%	2.1	-1%	-10%	-49%	7%	i	-7%	?
15	CC1(C)CC2CC(C)(CN2C(=O)COc2cccc3ccccc23)C1 (stereo not drawn)	-10%	-2.4	1%	-27%	?	-2%	i	17%	-0.7%
16	Cn1cccc1C(C(=O)NC1CCCCC1)N(C(=O)Cc1cccs1)c1ccc2c(c1)OCO2 (stereo not drawn)	0%	-0.4	1%	-2%	-4%	-9%	i	-1%	-0.1%
17	CCNc1nc(SCCOc2ccc(Cl)cc2Cl)nc(N(C)C)n1	-41%	-0.7	0%	13%	-3%	?	i	-1%	0.4%
18	Cc1cccc(C(=O)NCC(c2ccc3c(c2)OCO3)N2CCOCC2)c1 (stereo not drawn)	-8%	nt	nt	-8%	nt	-18%	nt	22%	0.0%
19	C=CCC1NS(=O)(=O)OCC1NC(=O)OCC(Cl)(Cl)Cl (stereo not drawn)	8%	0.7	0%	-2%	4%	12%	i	5%	-1.1%
20	Oc1ccc(N=C/C=C/c2cccc(Br)c2)cc1-c1nc2ccccc2s1	-20%	1.3	0%	-3%	?	-6%	i	-20%	?
21	COc1cc2c(cc1C1NC(=S)NC(C)=C1C(=O)N(C)C)CCCC2 (stereo not drawn)	-1%	-4.3	3%	-10%	1%	10%	i	-1%	-0.4%
22	CCCN1CCN(C(=O)Cn2ncc3c4ccccc4n(Cc4cccc(Cl)c4)c3c2=O)CC1	-23%	nt	nt	-19%	0%	-16%	nt	-14%	-0.8%
23	Cc1ccc(CNC(=O)CSc2nc(=O)n3cccc(C)c3n2)cc1	3%	-3.5	4%	-3%	3%	-12%	i	9%	-1.0%
24	CCc1ccc(OCC(=O)Nc2ccc3c(c2)COC3=O)cc1	-7%	0.1	1%	0%	15%	4%	i	11%	-0.2%
25	Cc1ccc(-n2c3c(cc(C(=O)NCc4ccco4)c2=O)C(=O)CC(C)(C)C3)cc1	-11%	-0.9	-2%	-1%	-6%	0%	i	-2%	3.5%

Arranged by SMILES length (low to high): five of the compounds above
item	Compound	HepG2 tox	CCT chaperon mod	MmCpn inh	A549 tox	Nrf2 inh	TGFb inhibitor	pAkt inh	Abeta yeast res	Nrf2 ARE act
12	Cc1ccc2ccccc2c1COC(=O)c1nonc1N	-6%	-2.1	0%	-10%	11%	19%	i	-7%	-0.2%
23	Cc1ccc(CNC(=O)CSc2nc(=O)n3cccc(C)c3n2)cc1	3%	-3.5	4%	-3%	3%	-12%	i	9%	-1.0%
15	CC1(C)CC2CC(C)(CN2C(=O)COc2cccc3ccccc23)C1 (stereo not drawn)	-10%	-2.4	1%	-27%	?	-2%	i	17%	-0.7%
8	Cn1cc(S(=O)(=O)N2CCCCCC2)cc1C(=O)Nc1ccc(Cl)c(C(F)(F)F)c1	3%	nt	nt	-11%	nt	-18%	nt	-5%	-0.7%
14	CS(=O)(=O)c1nc(S(=O)(=O)c2ccc(Cl)cc2)c(N2CCC(C(N)=O)CC2)s1	-2%	2.1	-1%	-10%	-49%	7%	i	-7%	?

Further records follow.
item	Compound	HepG2 tox	CCT chaperon mod	MmCpn inh	A549 tox	Nrf2 inh	TGFb inhibitor	pAkt inh	Abeta yeast res	Nrf2 ARE act
26	O=C(CCCN1C(=O)/C(=C/c2ccccc2)SC1=S)Nc1ccc(O)cc1	0%	-3.8	3%	-4%	19%	-30%	i	-4%	20%
27	CCOC(=O)N1CCN(C(=O)C2COc3ccccc3O2)CC1 (stereo not drawn)	0%	-1.7	2%	0%	-5%	-10%	i	4%	-0.8%
28	CCOc1ccccc1-n1c(SCC(=O)NC)nnc1-c1ccco1	22%	-2.1	-1%	3%	4%	-5%	i	7%	-0.8%
29	Cc1cc(C)cc(N(CCC#N)C(=O)CSc2n[nH]c(N)n2)c1	-10%	-1.3	-1%	1%	-4%	5%	i	3%	0.4%
30	Cc1cccc(C)c1Nc1c(-c2ccccn2)nc2ccc(Cl)cn12	3%	nt	nt	-1%	28%	-8%	nt	0%	-0.3%
31	CCOc1ccccc1OCCOCCN1CCN(Cc2ccccc2)CC1	1%	2.3	-3%	-1%	29%	8%	i	-20%	0.0%
32	O=C(NC1CCCCCC1)c1ccc(CN2CCOCC2)cc1	-5%	-2.0	0%	-5%	?	-4%	i	9%	0.6%
33	CCN(CC)C(=O)COc1ccc2oc(C)c(C(=O)OC)c2c1	-29%	1.5	1%	-6%	-19%	-1%	i	-7%	-0.2%
34	COc1ccc(-c2csc3ncnc(N4CCN(S(=O)(=O)c5ccc(C(C)=O)cc5)CC4)c23)cc1	-18%	0.5	-30%	-4%	?	-18%	i	7%	?
35	COc1ccc(CNC(=O)C(=O)NCC(c2ccco2)N2CCOCC2)cc1 (stereo not drawn)	12%	2.3	3%	1%	-2%	-27%	i	5%	0.2%
36	CCc1cc(=O)oc2cc(C)cc(OCC(=O)NCc3ccncc3)c12	1%	0.1	-7%	0%	1%	10%	i	5%	0.1%
37	CCCC(C(=O)NCc1cccc(Cl)c1)N1Cc2ccccc2C1=O (stereo not drawn)	-14%	nt	nt	-2%	-5%	-10%	nt	?	2.7%
38	Cc1[nH]n(-c2ccc(Cl)c(Cl)c2)c(=O)c1CCO	-35%	1.7	0%	6%	-13%	?	i	8%	9.8%
39	CCOC(=O)N/N=C(\C)c1ccc(C)c([N+](=O)[O-])c1	-18%	-5.7	0%	-7%	3%	-3%	i	-6%	0.0%
40	CCCCCCC1CCC(C(=O)Nn2c(C)nc3ccccc3c2=O)CC1 (stereo not drawn)	-30%	-4.0	0%	-9%	-12%	1%	i	10%	-0.7%
41	COc1ccc2cc(CN(CCO)C(=O)c3ccc(Br)cc3)c(=O)[nH]c2c1	1%	1.6	0%	-13%	21µM*	-1%	i	11%	0.8%
42	O=C(O)c1ccc2c(=O)n3c(nc2c1)/C(=C/c1ccc(C(F)(F)F)cc1)CC3	-7%	-3.8	?	-7%	3%	-14%	i	2%	5.8%
43	O=C(O)COc1ccc2c3c(c(=O)oc2c1)CCC3	9%	-0.9	-1%	1%	16%	10%	i	-6%	-1.0%
44	Cc1cc(C)c(OCC(=O)OC(C)C(=O)NCc2ccccc2)c(C)c1 (stereo not drawn)	15%	-1.8	-2%	4%	18%	7%	i	16%	0.2%
45	COc1ccc(NC(=S)c2ccc3ccccc3n2)cc1	-3%	0.0	-3%	-2%	?	-17%	i	9%	8.5%
46	CCn1c(C)c(C)c2cc(C(=O)NCCc3ccco3)ccc21	-13%	0.7	-1%	1%	-18%	-8%	i	3%	2.4%

Compounds as they come, and some 4.3% of all compounds hit somewhere here.
